PTHR1 agonist: activates the human parathyroid hormone receptor PTHR1; HEK293 GP2 PTHR1 cells, GloSensor cAMP luminescence, 1 h; AID 743266; Potency, µM (top dose mostly 115 µM), for inactives: at the highest dose activation, hits mostly activators; 410,000 compounds, 0.075% hits; Q03431; further: potency means the concentration at half of the fitted maximal effect; nearly all actives have a fitted effect of over 55% in size; some results filed as inactive show a strong effect at the top dose; inactives centre near -15; many of its hits are not listed in these tables
Target sequence (Q03431 whole entry, looked up): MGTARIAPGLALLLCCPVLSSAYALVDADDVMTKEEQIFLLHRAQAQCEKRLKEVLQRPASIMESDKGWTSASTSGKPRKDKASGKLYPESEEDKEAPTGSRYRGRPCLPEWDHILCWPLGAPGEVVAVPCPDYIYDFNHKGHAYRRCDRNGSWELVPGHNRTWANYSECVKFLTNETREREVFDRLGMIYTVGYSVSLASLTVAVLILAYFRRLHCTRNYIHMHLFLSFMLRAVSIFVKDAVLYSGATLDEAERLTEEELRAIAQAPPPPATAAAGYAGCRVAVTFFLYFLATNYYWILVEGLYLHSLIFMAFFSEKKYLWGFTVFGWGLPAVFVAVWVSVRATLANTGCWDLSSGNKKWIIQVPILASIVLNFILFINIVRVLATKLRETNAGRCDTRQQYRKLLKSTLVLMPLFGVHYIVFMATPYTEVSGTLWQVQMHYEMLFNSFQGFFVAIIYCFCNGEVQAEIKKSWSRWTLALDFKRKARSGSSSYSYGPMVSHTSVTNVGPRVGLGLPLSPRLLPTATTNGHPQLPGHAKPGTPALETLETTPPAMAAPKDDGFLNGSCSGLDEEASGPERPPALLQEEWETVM
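HEK-293-derived GP2 cells expressing PTHR1 and a GloSensor cAMP reporter, 3,000/well, plated overnight, given luciferin plus IBMX (each 0.5 mM as added) for 1 h at 37 °C, then compound for 1 h at 37 °C. Luminescence was read after 15 min at room temperature.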
TDP-43 yeast inh: TDP-43 toxicity inhibition in yeast. TDP-43 expressing yeast growth rescue, BacTiter-Glo, 24 h. Potency, µM (series often up to 46.1 µM), inactives show at the highest dose growth rescue (activation), most hits filed as activators. 410,000 compounds, 1.8% hits. AID 652104; further: potency means the concentration at half of the fitted maximal effect; % of control where 0% means no effect; nearly all actives have a fitted effect of over 50% in size
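Cell-based yeast growth screen: TDP-43 expression induced in galactose, inoculum OD600=0.02 after raffinose pregrowth to mid-log. Read-out BacTiter-Glo luminescence at 24 hr, 30 deg C; inhibition of toxicity seen as signal increase.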
pAkt inh: Akt phosphorylation inhibition. Neuro2A IGF-stimulated pAkt S473 HTRF, 20 min; hits give low values. activity change, % for hits at 50 µM. 360,000 compounds, 0.32% hits; in the data active means activity change below about -80%; inconclusive means mostly about -51% to -80%; further: on the % scale 0 is the no-effect control and ±100 the full control effect
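Neuro2A cells in DMEM with 0.5% FBS, overnight at 37 deg C, given compound at single 50 µM final, then IGF (6 nM final) for 20 min at 37 deg C. Lysed; phospho-Akt Ser473 by HTRF after 24 h, 665/615 ratio.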
GLP-1R inv ag: acts as inverse agonist at human GLP-1 receptor | HEK293 GLP-1R CRE-luciferase, luminescence, 24 h; GLP-1R form is constitutively active | Potency, µM (highest dose often 38.3 µM), inactives show at the top dose activity change, negative = inhibition, most hits filed as inhibitors | 410,000 compounds, 1.6% hits | AID 624417; further: potency means the concentration at half of the fitted maximal effect; on the % scale 0 is the no-effect control and ±100 the full control effect; nearly all actives have a fitted effect of over 55% in size
Target sequence (P43220 whole entry, looked up): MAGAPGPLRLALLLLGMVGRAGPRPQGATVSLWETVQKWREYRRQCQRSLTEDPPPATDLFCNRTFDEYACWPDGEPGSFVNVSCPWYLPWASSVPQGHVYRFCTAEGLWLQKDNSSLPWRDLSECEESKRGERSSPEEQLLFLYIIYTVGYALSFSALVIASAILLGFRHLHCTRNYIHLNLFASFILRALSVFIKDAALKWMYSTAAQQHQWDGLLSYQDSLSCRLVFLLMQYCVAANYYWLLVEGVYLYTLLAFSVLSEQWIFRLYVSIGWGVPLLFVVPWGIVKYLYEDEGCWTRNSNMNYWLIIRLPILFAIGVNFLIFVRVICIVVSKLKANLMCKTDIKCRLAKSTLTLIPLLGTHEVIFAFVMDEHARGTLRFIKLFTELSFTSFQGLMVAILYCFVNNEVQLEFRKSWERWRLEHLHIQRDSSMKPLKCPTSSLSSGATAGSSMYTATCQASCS
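Luminescence readout: a drop in cAMP-driven luciferase signal flags inverse agonism at a constitutively active GLP-1R stably expressed in HEK293. Compound exposure lasted 24 hr at 37 deg C, 5% CO2.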
Abeta yeast res: A-beta toxicity reversal in yeast; yeast expressing A-beta42, growth rescue, OD600, 48 h; response scale: 0% DMSO, 100% iron-clioquinol control; Potency, µM (doses to about 46.1 µM), for inactives: at the highest dose growth rescue, usual class: activators; 410,000 compounds, 0.063% hits; AID 1347071; further: potency means the concentration at half of the fitted maximal effect; nearly all actives have a fitted effect of over 55% in size
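Growth rescue measured by 600 nm absorbance after 48 h yeast culture at 30 C with compound. Values normalized between DMSO and an equimolar ferric chloride plus clioquinol control.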
GLP1R cytotox: cytotoxic in the GLP-1 receptor inverse agonist counter-screen; 410,000 compounds, 0.13% hits; HEK293 cAMP-luciferase reporter cells, luminescence, 24 h; Potency, µM (series often up to 38.3 µM), without a hit: at the top dose activity change, negative = inhibition, most hits filed as inhibitors;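 further: loss of luciferase light is scored as toxicity; potency means the concentration at half of the fitted maximal effect; on the % scale 0 is the no-effect control and ±100 the full control effect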
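Cells in DMEM/10% Nu serum/1% pen-strep, 1536-well format. Pre-incubated 12 h, dosed with 23 nL compound, incubated a further 24 h. Luciferase detection, 12 min at room temp, luminescence.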
FUS yeast rescue: suppressors of FUS proteinopathy in yeast; Potency, µM (top dose mostly 76.6 µM), for the others: top-dose growth rescue (activation), usual class: activators; S. cerevisiae FUS-expressing, growth rescue, OD600, 24 h; 390,000 compounds, 0.24% hits; AID 1347120;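 further: potency means the concentration at half of the fitted maximal effect; plate controls were DMSO vehicle for no effect and reference control for full effect; nearly all actives have a fitted effect of over 55% in size; some results filed as inactive show a strong effect at the top dose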
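Steps: raffinose overnight preculture; dilution to OD 0.005 in 2% galactose minimal medium; compound addition (concentration series); 24hr at 30C, 99% humidity; absorbance read at 600 nm.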
MmCpn inh: blocks the Methanococcus maripaludis chaperonin Mm-Cpn; Potency, µM (titrated, usually from 76.9 µM), for inactives: top-dose activity, negative = inhibition, actives largely listed as inhibitors; purified Mm-Cpn ATPase, ADP Transcreener TR-FRET; 330,000 compounds, 0.031% hits; further: potency means the concentration at half of the fitted maximal effect; on the % scale 0 is the no-effect control and ±100 the full control effect; nearly all actives have a fitted effect of over 80% in size
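ATPase read-out: TR-FRET ADP immunoassay (anti-ADP Eu cryptate vs ADP-d2), ex 320 nm, em 590/665 nm; signal drops as ADP forms. Enzyme 25 nM, ATP 10 uM, 30 min at 37°C after 10 min compound preincubation.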
aSyn rescue: alpha-synuclein toxicity inhibition in yeast | Yeast expressing alpha-synuclein, growth rescue, BacTiter-Glo, 24 h | Potency, µM (doses to about 46.1 µM), without a hit: at the highest dose growth rescue (activation), usual class: activators | 370,000 compounds, 0.14% hits | AID 652106; further: potency means the concentration at half of the fitted maximal effect; % of control where 0% means no effect; nearly all actives have a fitted effect of over 65% in size
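Galactose-induced alpha-syn yeast (OD600=0.02, raffinose-pregrown) + pinned cpd, 24 hr, 30 deg C; growth by BacTiter-Glo luminescence. Growth restoration scores as activation.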
Starred values were filed as active, the others as inactive; i = inactive; ? = inconclusive; · = no result given; [ ] = remark or other dose. Unless noted, the call rests on the fitted dose curve; in most records, active means well fitted curve in the direction sought with a large enough effect; inconclusive means small, poorly fitted or top-dose-only effect, or another doubt; inactive means no such curve, though single readings can be large; an effect the other way counts as inactive or inconclusive.

SMILES	PTHR1 agonist	TDP-43 yeast inh	pAkt inh	GLP-1R inv ag	Abeta yeast res	GLP1R cytotox	FUS yeast rescue	MmCpn inh	aSyn rescue
Cc1ccc(C(=O)Nc2ccc(N3CCN(C)CC3)nc2)cc1	i	7.7%	i	8.9%	4.9%	-10.0%	-6.8%	2.1%	7.7%
O=C(Nc1cc(S(=O)(=O)N2CCOCC2)ccc1O)c1ccc(NS(=O)(=O)c2ccc(Cl)s2)cc1	i	9.6%	i	17.3%	7.5%	-11.3%	·	-2.2%	0.1%
O=C1CCCc2ccc3ccccc3c21	-27.7%	0.0%	i	10.6%	-2.6%	3.6%	-5.1%	·	15.8%
Oc1cc2c(cc1O)CN(C(=S)NCCc1ccc(Cl)cc1)CCC2	i	?	i	-0.7%	-0.4%	5.1%	14.5%	3.1%	-0.2%
O=C1CN(C(=O)OCc2ccccc2)c2ccccc2N1	-12.8%[57.5 µM]	18.2%	i	49.6%[activator]	21.4%	-1.6%	2.7%	-0.3%	4.8%
Cc1ccc(CSc2ncc(Cl)c(C(=O)Nc3nc4ccc(C)cc4s3)n2)cc1	-27.0%	4.8%	·	9.2%	-6.9%	-8.5%	-0.3%	·	·
COc1ccc(N2C(=O)CC(SCc3ccc(Cl)cc3)C2=O)cc1 (stereo not given)	-35.4%[inhibitor]	22.4µM*	i	-11.8%	-20.8%	5.3%	5.0%	0.3%	12.1%
O=C(CCCN1C(=O)c2ccccc2C1=O)Nc1ccc2c(c1)OCCO2	i	18.0%[9.22 µM]	i	5.1%[7.66 µM]	7.1%	-2.4%[7.66 µM]	-1.6%	-0.7%	-3.1%
O=C(c1ccc([N+](=O)[O-])cc1)N1CCN(C(=O)c2ccco2)CC1	i	5.6%	i	2.8%	-3.7%	-6.7%	29.0%	-2.5%	-5.4%
Cc1cn2c(=O)c(S(=O)(=O)N3CCN(c4cc(Cl)ccc4C)CC3)c(C)nc2s1	12.8%	1.7%	·	-4.3%	-13.9%	-0.7%	-21.6%	·	·
Cc1nnc(NC(=O)CCC(=O)N2CCN(CCOc3cccc4ccccc34)CC2)s1	i	-8.3%	i	7.9%	-5.6%	3.7%	2.8%	0.8%	-4.2%
CCN(C1CCS(=O)(=O)C1)S(=O)(=O)c1ccc(OC)c(OC)c1 (stereo not given)	i	4.6%	i	28.5%	-0.1%	15.4%	-11.3%	3.1%	7.3%
C[C@H]1COC(=O)[C@@H](Cc2ccc(F)cc2)C/C=C\C[C@@H](CC(=O)N[C@@H](CO)Cc2ccccc2)C(=O)N1	i	-8.2%	i	-0.5%	6.5%	5.4%	?	1.3%	2.3%
Cc1ccc(S(=O)(=O)NC(=O)Nc2c(C)cccc2C)cc1	i	-3.7%	i	1.1%	5.1%	9.6%	-24.1%	-1.1%	-8.6%
COCCOC(=O)c1[nH]c2c(c1C)C(=O)C(C(=O)OC)C(C)C2 (stereo not given)	i	25.8%	i	-20.6%	-8.8%	4.6%	-11.0%	0.8%	-1.4%
O=C(COc1ccc2c(-c3ccccc3)cc(=O)oc2c1)NCc1ccccn1	-64.9%[inhibitor]	29.3%	i	-15.4%	-10.7%	0.5%	-5.7%	0.3%	-0.8%
S=c1[nH]c2cc(Cl)c3cccnc3c2o1	-12.7%	·	i	11.7%	-3.9%	-13.6%	15.1%	-1.5%	-1.4%
COc1ccc(CNC(=O)COCc2cc(-c3cccs3)on2)cc1OC	i	4.8%	·	-1.4%	-12.1%	-6.2%	4.9%	·	·
S=C(NCCc1ccccc1)NC1CCC(NC(=S)NCCc2ccccc2)CC1 (stereo not given)	-9.4%	-11.4%	i	32.0%[activator]	1.5%	3.0%	-36.5%	-2.7%	-3.8%
O=S(=O)(c1ccccc1)N1N=C(c2ccc(Cl)cc2)CC1c1ccco1 (stereo not given)	-21.1%	-14.9%	i	?	-3.2%	-2.2%	15.8%	-0.6%	9.4%
O=C(/C=C/c1ccccc1[N+](=O)[O-])OC1CCCCC1=O (stereo not given)	-9.1%	0.0%	i	-6.0%	1.5%	0.5%	-40.9%	-18.4%	-1.1%
O=C(O)CCC(=O)Nc1cccc(-c2nnc(-c3ccccc3)o2)c1	-21.4%	11.2%	i	23.8%	-3.0%	-3.1%	8.6%	2.2%	5.0%
C=CC[C@@H](CC(=O)N(CCO)Cc1ccccc1)C(=O)NC[C@@H](OC(=O)[C@@H](CC=C)Cc1ccc(F)cc1)c1ccccc1	i	0.0%	i	?	15.1%	0.0%	?	?	-5.1%
O=C(Nc1ccc(Cl)cc1)c1cc(S(=O)(=O)N2CCOCC2)cs1	i	1.9%	i	-8.1%	7.2%	-25.6%	20.4%	-0.1%	-0.5%
O=C(Nc1ccc(F)cc1)Nc1ccc2c(c1)OCO2	-13.5%	2.3%	i	-10.4%	-3.5%	-3.9%	11.8%	-1.9%	-1.3%
CCCCCOC(=O)Cc1c(O)c2ccccc2[nH]c1=O	-22.0%[57.5 µM]	?	i	-0.2%	8.6%	-1.2%	0.0%	-1.4%	0.3%
COc1ccc(C2NC(=O)NC(C)=C2C(=O)OCC2CCCCC2)cc1OC (stereo not given)	-31.2%[inhibitor]	0.0%	i	16.9%	-0.3%	-3.1%	7.6%	0.9%	-0.9%
Cc1cccc(C(=O)NNC(=O)C2CCCCC2)c1O	i	23.5%	i	-21.2%	-1.5%	-7.1%	-14.3%	·	-9.9%
CC1=Nc2cc(C(=O)NCC3CCCO3)ccc2Sc2ccc(C)cc21 (stereo not given)	i	7.0%	i	-4.6%	6.5%	?	9.6%	2.2%	-11.9%
Cc1ccc2c(c1)NC(=O)C(CC(=O)Nc1ccc(Br)c(C)c1)O2 (stereo not given)	i	12.5%	i	-11.0%	-8.3%	-1.3%	-28.6%	-0.7%	0.6%

Overlap with the part before: 4 compounds, followed by the next part.
SMILES	PTHR1 agonist	TDP-43 yeast inh	pAkt inh	GLP-1R inv ag	Abeta yeast res	GLP1R cytotox	FUS yeast rescue	MmCpn inh	aSyn rescue
COc1ccc(C2NC(=O)NC(C)=C2C(=O)OCC2CCCCC2)cc1OC (stereo not given)	-31.2%[inhibitor]	0.0%	i	16.9%	-0.3%	-3.1%	7.6%	0.9%	-0.9%
Cc1cccc(C(=O)NNC(=O)C2CCCCC2)c1O	i	23.5%	i	-21.2%	-1.5%	-7.1%	-14.3%	·	-9.9%
CC1=Nc2cc(C(=O)NCC3CCCO3)ccc2Sc2ccc(C)cc21 (stereo not given)	i	7.0%	i	-4.6%	6.5%	?	9.6%	2.2%	-11.9%
Cc1ccc2c(c1)NC(=O)C(CC(=O)Nc1ccc(Br)c(C)c1)O2 (stereo not given)	i	12.5%	i	-11.0%	-8.3%	-1.3%	-28.6%	-0.7%	0.6%
CN(C)Cc1cc(C(C)(C)c2ccccc2)ccc1O	i	-18.0%	i	10µM*	-6.6%	-7.5%	9.2%	·	-3.7%
CCOC(=O)c1c(C)n(-c2ccc(OC)cc2)c2ccc(OC(=O)COc3ccccc3)cc12	-3.5%	17.2%	·	-4.0%	-30.9%[inhibitor]	-8.2%	22.0%	·	·
CCc1ccc(/C(C)=N/NC(=O)CNC(=O)/C=C/c2ccccc2OC)cc1	-3.0%	2.4%	i	?	12.3%	-8.5%	6.9%	1.3%	1.9%
O=C(CCn1nc(-c2ccc(Cl)cc2)c2ccccc2c1=O)Nc1cccnc1	i	-3.7%	i	-23.9%	5.8%	5.2%	22.3%	0.6%	2.5%
CC(=O)c1ccc(Cc2ccccc2)cc1	i	-7.2%[0.397 µM]	i	-20.1%	1.2%	-5.0%	-15.7%	2.7%	-0.2%
Cc1ccc(S(=O)(=O)N2CCCC2CNC(=O)C(=O)NCCN2CCOCC2)cc1 (stereo not given)	-29.6%	10.2%	i	1.2%	3.3%	-11.9%	3.8%	1.4%	-3.7%
O=C(CSc1nnc(CNc2ccc(F)cc2)n1Cc1ccccc1)N1CCOCC1	i	2.9%	i	-21.0%	-5.4%	-11.6%	18.6%	1.0%	-2.2%
CC[C@@]1(C(=O)OC)N[C@H](CN(C)S(=O)(=O)c2ccc(OC)cc2)[C@@H]2C(=O)N(C)C(=O)[C@@H]21	-6.3%	1.9%	i	-2.2%	-10.5%	-1.9%	-2.6%	1.1%	-1.8%
O=C(CCNS(=O)(=O)c1ccccc1C(F)(F)F)Nc1ccncc1	-2.1%	0.8%	i	-5.5%	-6.2%	0.6%	8.2%	-0.3%	-5.4%[1.84 µM]
Cc1ccc(OCC(=O)Oc2cccc(C)c2C)cc1	-16.2%	-17.9%	i	-5.4%	-12.1%	8.2%	-20.5%	-4.8%	-4.5%
Cc1cc(NC(=O)Nc2ccccc2Cl)no1	i	?	i	9.2%	-2.5%	11.7%	1.6%	-3.3%	0.6%
O=C(c1ccc2c(c1)OCO2)C1CCCN(C(=O)C2CCOCC2)C1 (stereo not given)	-0.9%	·	i	-11.0%	1.5%	-19.4%	2.3%	-3.0%	-0.2%
CC(=O)Oc1ccc(Cl)cc1CN(C(C)=O)C1CCCCC1	i	-24.9%	i	8.91µM*	-13.9%	-7.5%	31.2%	·	-0.7%
Cc1ccc2c(C)cc(=S)[nH]c2c1	i	20.4%	i	-21.5%	?	-15.8%	-22.3%	-12.7%	5.2%

These rows are one share of the data; count on the stated rates, not on these rows.
